From PubChem BioAssay
14-3-3g Raf: 14-3-3 gamma protein interaction modulation; FP, 14-3-3gamma / TMR-pS259-Raf peptide binding; inhibition, % at 40 µM; hit rate 0.19% among 160,000; in the data active = inhibition above about 30%;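 note: 0% = protein plus tracer without compound and 100% = blank with tracer alone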
Target sequence (P61981 whole entry, looked up): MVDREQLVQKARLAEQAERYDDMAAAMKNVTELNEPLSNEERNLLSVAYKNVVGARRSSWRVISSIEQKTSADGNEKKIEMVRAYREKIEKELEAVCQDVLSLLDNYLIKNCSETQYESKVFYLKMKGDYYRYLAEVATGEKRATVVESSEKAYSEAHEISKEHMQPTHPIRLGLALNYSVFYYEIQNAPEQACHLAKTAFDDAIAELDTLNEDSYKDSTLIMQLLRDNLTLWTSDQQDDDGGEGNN
* marks the source's active call; other numbers are inactive results; & = joins results of further samples.

mol	14-3-3g Raf
COc1cc(NC(=O)c2ccc(COc3ccccc3Br)o2)cc(OC)c1OC	2
Cc1ccc2nc(SCC(=O)NC(=O)NCc3ccco3)[nH]c2c1	0
CC1CCN(CCCNC(=O)C2CCCN(S(=O)(=O)c3cccc4nsnc34)C2)CC1 (stereo not given)	-2
COC(=O)c1cc(Br)c(=O)n(CCN2CCOCC2)c1	-6
O=C(Nc1c(-c2ccccc2)nc2ccccn12)c1ccccc1F	-15
Cc1cc(C)n(C(=O)CCN2C(=O)c3ccccc3C2=O)n1	-1&2
O=C(CCS(=O)(=O)c1ccc(Br)s1)NCc1ccc2c(c1)OCO2	-13
CCOc1cccc(NC(=O)C2CC(=O)N(Cc3ccc4c(c3)OCO4)C(=Nc3ccc(OC)cc3)S2)c1 (stereo not given)	2
CC(=O)Nc1nc(-c2ccc(Br)cc2)nc2c1c(=O)oc1ccccc12	-3
O=C(OCc1ccc(-c2ccc(Br)cc2)o1)c1ccc2c(c1)OCCO2	-71
O=C1c2cccc3cccc(c23)C(=O)N1Cc1cccnc1	-1
O=C1CC(N2CCOCC2)C(=O)N1Cc1ccc(N2CCCC2=O)cc1 (stereo not given)	-12
CCOC(=O)N1CCN(C(=O)c2cc(C)c3c(C)nn(-c4ccccc4)c3n2)CC1	-2
COc1ccccc1-n1c(C)ccc1-c1ccccc1	-15
COc1ccc(Br)cc1CNC(=O)C1CCCN(S(C)(=O)=O)C1 (stereo not given)	-10&1
COc1ccc(S(=O)(=O)N2CCN(Cc3ccc(SC)cc3)CC2)cc1	3

Some of the entries so far, with the structure last:
14-3-3g Raf,SMILES
-71,O=C(OCc1ccc(-c2ccc(Br)cc2)o1)c1ccc2c(c1)OCCO2
-1,O=C1c2cccc3cccc(c23)C(=O)N1Cc1cccnc1
-12,O=C1CC(N2CCOCC2)C(=O)N1Cc1ccc(N2CCCC2=O)cc1 (stereo not given)
-2,CCOC(=O)N1CCN(C(=O)c2cc(C)c3c(C)nn(-c4ccccc4)c3n2)CC1
-15,COc1ccccc1-n1c(C)ccc1-c1ccccc1
-10&1,COc1ccc(Br)cc1CNC(=O)C1CCCN(S(C)(=O)=O)C1 (stereo not given)

More records:
mol	14-3-3g Raf
CCC(Cc1ccccc1)NS(=O)(=O)c1ccc(F)c(C(=O)Nc2cc(C)cc(C)c2)c1 (stereo not given)	2
Cc1c(C(=O)N2CC(C)OC(C)C2)sc2nc(-c3ccc(F)cc3)cn12 (stereo not given)	-1
Cc1ccc(CN2C(=O)CN(CC(=O)NC3CCCCC3C)C(=O)C2c2ccccc2F)cc1 (stereo not given)	1
Cc1ccc(NC(=O)CN2C(=O)C3C4CCC(C4)C3C2=O)cc1C (stereo not given)	2
CCOC(=O)c1cnn(CCOC(=O)C(C)(C)C)c1NC(=O)C(C)(C)C	1
CCc1ccccc1NC(=O)CCS(=O)(=O)c1cccc2nsnc12	-17
Cc1cccc(-c2cc(C(=O)Nc3nc(C)c(C(=O)N(C)C)s3)c3ccccc3n2)c1	-13
CC1CCCC(NC(=O)C2N(C(C)(C)C)C(=O)C3C(C(=O)Nc4ccc(Cl)cc4)C4C=CC32O4)C1C (stereo not given)	-38
CCCCSc1nsc(NC(C)=O)n1	-9&3
CCOC(=O)CCCn1c(C)nc(=O)c(-c2ccccc2)c1C	0
Brc1c(NC2=NCCN2)ccc2nccnc12	-5&1
CSCC[C@H](NC(=O)C1CCN(S(=O)(=O)c2ccc(C)cc2)CC1)C(=O)NCc1ccco1	0
CCCS(=O)(=O)NCCc1cc2ccc(C)cc2[nH]c1=O	-5
Cc1ccc(C)c(-n2c(Cc3cc(=O)[nH]c(=O)[nH]3)nnc2SCC(=O)NCC2CCCO2)c1 (stereo not given)	-1
Cc1sc2ncnc(OCC(=O)NCc3cccs3)c2c1C	-3
CN(C)CCC=C1c2ccccc2CCc2ccccc21	-3&-4
COC(=O)c1ccccc1NC(=O)c1c(C)c(-c2ccc(C)cc2)nc2ccccc12	-41
O=C(O)CCC(=O)Nc1nnc(C(F)(F)F)s1	-1
CC(C)CCNC(=O)CC(C)(C)CC1=NS(=O)(=O)c2ccccc2N1	-7
Cc1ccccc1NC(=O)CSc1[nH]c(=O)cc(C)c1C#N	2
Brc1ccc(C2=CSC(c3ccccc3)=NN2)cc1	-3
Cc1ccc(C(=O)Nc2ccc(F)cc2)cc1S(=O)(=O)N1CCCCCC1	-5
CCCC(C)C1C(C#N)=C(N)Oc2cc(C)oc(=O)c21 (stereo not given)	0
C=CCNC(=O)C1CCN(S(=O)(=O)c2ccccc2)CC1	0&4
CC(=O)N1CCc2cc(Br)cc(S(=O)(=O)NCCN(C)Cc3ccccc3)c21	-1
CCOC(=O)N1CCN(Cc2nc3c(c(=O)n(C)c(=O)n3C)n2Cc2cc(C)ccc2C)CC1	3
CC1CCCCC1NC(=O)C1CCN(S(=O)(=O)N2CCOCC2)CC1 (stereo not given)	0&10
Cc1c(Cl)cccc1NC(=O)C1(C)CC2c3ccccc3C1c1ccccc12 (stereo not given)	6
Nc1ccc2c(C(F)(F)F)cc(=O)oc2c1	-9
Cn1c(NC(=O)c2ccc([N+](=O)[O-])cc2Cl)nc2ccccc21	-13
Nc1nc(Cl)cc(Oc2ccccc2F)n1	5
C=CCN(CC=C)S(=O)(=O)c1ncn[nH]1	-4&3
CC(C)(C)C1CCc2c(sc(NC(=O)c3ccco3)c2C(=O)N2CCCC2)C1 (stereo not given)	-8
CSc1cccc(NC(=O)c2ccc(CN3CCc4ccccc4C3)cc2)c1	7
COc1cc(C(=O)Nc2ccc3oc(-c4ccc(C)c(Br)c4)nc3c2)cc(OC)c1OC	-34
NC(=O)c1ccc(-c2ccc(Br)cc2)o1	-1
CCOC(=O)c1sc(NC(=O)C(C)Oc2ccc(OC)cc2)nc1C (stereo not given)	-7
CCOC(=O)N1CCN(C(=O)c2ccc(C)c(S(=O)(=O)Nc3cccc(C)c3C)c2)CC1	0
Cc1cc(-c2ccccc2)n2nc(-c3ccccc3)cc2n1	-1
O=C1C(Nc2cccc(C(F)(F)F)c2)=C(N2CCCCC2)C(=O)c2ccccc21	5
CC(=O)c1cccc(Nc2ncnc(N)c2[N+](=O)[O-])c1	-9
O=S(=O)(c1cccc2nsnc12)N1CCCC1	-1&1
CC(=O)Nc1nc(-c2ccc(Cl)cc2)nc(C)c1C(C)=O	-10
CCOc1ccccc1CN(C)CCc1ccccn1	-6
CC1CCC(C(=O)NC(C(=O)OCC(=O)c2ccccc2)C(C)C)CC1 (stereo not given)	-2
Cc1ccc(S(=O)(=O)N(CC(=O)N2CCC(C)CC2)c2ccc(C)c(Cl)c2)cc1	-1
CCC(C)NC(=O)c1c[nH]c2ccc(S(=O)(=O)N3CCC(C)CC3)cc2c1=O (stereo not given)	-9
Cc1cc(C)c(NC(=O)CN2CCCCCC2)c(C)c1	-26
O=C(COC(=O)COc1ccc(Nc2ccccc2)cc1)NCc1ccco1	-2
O=C(Nc1nnc(-c2ccco2)s1)c1ccccc1Br	-11
CCOc1ccc(C2Oc3nc(SC)nnc3-c3ccccc3N2C(C)=O)cc1OC (stereo not given)	7
Cc1ccc([N+](=O)[O-])cc1S(=O)(=O)Nc1ccc2oc3c(c2c1)C(=O)CC(C)(C)C3	3
CCSc1oc(-c2ccco2)nc1S(=O)(=O)c1ccc(Br)cc1	-60
Cc1cc(C)c(S(=O)(=O)N2CCOCC2)cc1N(C)S(=O)(=O)c1ccccc1	2
CCCCn1c(C)nc2c(=O)oc3ccccc3c21	-2
CSc1nnc(-c2ccccc2)n1C	2

(cont.)
Compound | 14-3-3g Raf
COc1ccc(OC)c2sc(NC(=O)c3ccc(Br)s3)nc12 | -5
CCCOc1ccc(-c2nc(OC)c3ccccc3n2)cc1 | 2
CCCc1ccc(Oc2c(C)oc3c(C)c(OCC)ccc3c2=O)cc1 | 1
COc1ccc(C2C(C(=O)OCC3CCCO3)=C(C)NC3=C2C(=O)CCC3)c(OC)c1OC (stereo not given) | -8
CC(C)c1ccc(-n2c(=O)oc3ccc(Cl)cc3c2=O)cc1 | 1
CCn1nc(C(=O)OCC(=O)c2cc(C)n(Cc3cccs3)c2C)c2ccccc2c1=O | -7
COc1ccc2nc(C)cc(N3CC(C)OC(C)C3)c2c1 (stereo not given) | 1
Cc1ccc2c(c1)c(=O)c1ccccc1n2CCCC(=O)Nc1cccc(Cl)c1 | -14
COc1ccccc1CNC(=O)C1CCN(S(=O)(=O)c2cccs2)CC1 | -1
CC(C)c1ccc(C(=O)CC2(O)C(=O)N(Cc3ccccc3)c3ccc(Cl)cc32)cc1 (stereo not given) | 3
Cc1nc(CC(=O)N2CCN(c3cccc(C)c3C)CC2)cs1 | -7
COc1cccc(NC(=O)CSC2=C(C#N)C(c3ccco3)C3=C(CCCC3=O)N2)c1 (stereo not given) | -2
Fc1ccc(C2=Nn3c(nnc3-c3ccc(Br)cc3)SC2)cc1 | 1
O=C(O)C1CCCN(S(=O)(=O)c2cccc3nonc23)C1 (stereo not given) | -6
CCOc1ccc(NC(=O)N(CCC(C)C)C(C)c2ccco2)cc1 (stereo not given) | -2
CC12CCC(C(=O)N3CCCc4ccccc43)(OC1=O)C2(C)C (stereo not given) | -76
COc1cc2c(cc1OC)C(c1cccc(OC)c1OC)CC(=O)N2 (stereo not given) | 1
C=CCOC(=O)C1=C(C)NC(=O)NC1c1ccc(OC(=O)c2ccco2)c(OC)c1 (stereo not given) | 2
O=C(CSc1nnc(Cc2cccs2)n1C1CCCCC1)N1CCN(C(=O)c2ccco2)CC1 | -4
CC(=O)Nc1ccc(NC(=O)C2CC(=O)N=C(N)S2)cc1 (stereo not given) | -10

No new results follow: an excerpt of the list.
Compound | 14-3-3g Raf
COc1ccc(OC)c2sc(NC(=O)c3ccc(Br)s3)nc12 | -5
CCCOc1ccc(-c2nc(OC)c3ccccc3n2)cc1 | 2
CCCc1ccc(Oc2c(C)oc3c(C)c(OCC)ccc3c2=O)cc1 | 1
COc1ccc(C2C(C(=O)OCC3CCCO3)=C(C)NC3=C2C(=O)CCC3)c(OC)c1OC (stereo not given) | -8
CC(C)c1ccc(-n2c(=O)oc3ccc(Cl)cc3c2=O)cc1 | 1
CCn1nc(C(=O)OCC(=O)c2cc(C)n(Cc3cccs3)c2C)c2ccccc2c1=O | -7
COc1ccc2nc(C)cc(N3CC(C)OC(C)C3)c2c1 (stereo not given) | 1

(list continues)
Compound | 14-3-3g Raf
COC(=O)CN(Cc1ccccc1)S(=O)(=O)c1ccc(NC(C)=O)cc1 | -3
COc1ccc(CNc2nc3nc(C)cc(C)n3n2)cc1OC | -7
O=C(NC1CCCC1)c1sc(=S)n2c1[nH]c(=O)c1ccc(C(=O)N3CCc4ccccc4C3)cc12 | -3
CCOC(=O)c1c(N)sc2c1CCS(=O)(=O)C2 | -8
CCN(Cc1ccccc1)Cc1cc(OC)cc(OC)c1 | -9
CCN(CC)CC(=O)N(CC(=O)Nc1c(C)cc(C)cc1C)C1CCCCC1 | 1
Cc1c(NC(=O)CSc2nc3ccc(N=Cc4cc(Cl)ccc4O)cc3s2)c(=O)n(-c2ccccc2)n1C | -48
CCCCC(=O)Nc1ccc(C(=O)N2CCN(c3ccccc3OC)CC2)cc1 | 8
CCn1c(=O)[nH]c2cc(Cl)c(Cl)cc21 | -11
Nc1c(C(=O)O)sc2nc(-c3ccccc3)cc(-c3ccc(Cl)cc3)c12 | -7
CCOC(=O)C1CCN(C(c2ccc(OC)c(OC)c2)c2sc3nc(C)nn3c2O)CC1 (stereo not given) | -1
COC(=O)c1ccc(N2C(=O)CSC2c2ccccc2[N+](=O)[O-])cc1 (stereo not given) | -4
COc1cccc(NC(=O)Nc2nnc(COc3ccc(F)cc3)s2)c1 | 0
CCCOc1ccc(C(=O)Oc2cccc3cccnc23)cc1 | -2
Cc1cccc(N2C(=O)C=CC2=O)c1 | 2
CCOc1ccc(-n2c(=O)c3c(C)c(C)sc3n(CC(=O)N3CC(C)CC(C)C3)c2=O)cc1 (stereo not given) | -11
O=C(O)CC(NS(=O)(=O)c1ccc([N+](=O)[O-])cc1)c1ccc(F)cc1 (stereo not given) | -6
O=C(Nc1ccc2c(c1)OCCO2)C1CCN(S(=O)(=O)c2ccc(F)cc2)CC1 | -3
CCCCNC(=O)CN1C(=O)CSc2ccccc21 | -6
Cc1nc2sc(C(c3ccco3)N3CCN(CCO)CC3)c(O)n2n1 (stereo not given) | -7
COc1ccc(NC(=O)c2ccc(N3C(=O)C4CC=C(C)CC4C3=O)cc2)c(OC)c1 (stereo not given) | -10
Cc1ccn(CCC(N)=O)n1 | 1
COc1ccc(NC(=O)c2ccccc2OC(C)=O)c([N+](=O)[O-])c1 | -5
O=C(C1CCN(S(=O)(=O)N2CCC3(CC2)OCCO3)CC1)N1CCN(Cc2ccccc2)CC1 | -3
COc1ccc(C)cc1N(C)C(=O)Cc1c(C(=O)O)[nH]c2ccc(Cl)cc12 | -4
CC1=C(C(=O)N2CCCCC2)C(c2cccs2)C2=C(CCCC2=O)N1 (stereo not given) | -6
CCOc1ccc2nc(SCC(=O)N3CCc4ccccc4C3)sc2c1 | -20
CCc1nc(SCC(=O)N2CCc3ccccc32)c2oc3ccccc3c2n1 | 1
CC12CCC(C(=O)NCc3ccccc3)(OC1=O)C2(C)C (stereo not given) | 6
CCCC1SC2=NC(C)=C(C(C)=O)C(c3c(OC)ccc4ccccc34)N2C1=O (stereo not given) | -47
O=C(O)CCN=C1CCCc2ccccc2N1 | -1
COc1ccc(C(=O)COC(=O)c2ccc(OC)c(OC)c2)cc1OC | 2&2
CC1C2NC(=S)NC1(C)Oc1ccccc12 (stereo not given) | 5
Cc1ccc(N=C2CCCN2c2ccccc2)c(C#N)c1 | -2
CCCOc1ccc(C2Nc3ccccc3NC3=C2C(=O)CC(c2ccc(OC)cc2)C3)cc1 (stereo not given) | 7
Cc1ccc2c(c1C)NC(=O)C2(O)CC(=O)c1ccc2c(c1)OCO2 (stereo not given) | -4
O=C(c1cccc(F)c1)N1CCN(Cc2c[nH]c3ccccc23)CC1 | -2
COCCOC(=O)C1=C(C)NC2=C(C(=O)CC(c3ccccc3Cl)C2)C1c1ccc(F)cc1 (stereo not given) | 1
Cc1nnc(SCc2ccccc2Cl)n1CC1CCCO1 (stereo not given) | -10
Cc1c(/C(O)=C2/C(=O)C(=O)N(CCN3CCOCC3)C2c2cccnc2)cnn1-c1ccccc1 (stereo not given) | -5

These rows are one share of the data (hit frequency here may not be typical).
